GPR55 antagonists: GPR55 antagonists blocking LPI-driven arrestin recruitment, primary screen, imaging, U2OS, beta-arrestin-GFP, LPI agonist (AID 2013); U2OS GPR55 beta-arrestin-GFP translocation imaging, LPI antagonism; higher % means a stronger effect; inhibition, % at 10 µM; hits with a dose series show IC50 in µM; 290,000 compounds, 0.13% hits;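 active = spots per cell inhibited over 60%, with over 100 cells counted and total cytoplasm intensity under 500,000; inconclusive = wells with under 100 cells, flagged as likely toxic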;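 also: U2OS cells stably carrying GPR55 and arrestin-GFP stimulated by 5 µM LPI near EC80; imaged beta-arrestin-GFP aggregate spots per cell after agonist stimulation; plate controls were LPI-stimulated DMSO wells for no effect and DMSO wells without LPI for full effect; some results filed as inactive read as strong as hits; confirmed hits need IC50 under 10 µM and bright autofluorescent wells are also inconclusive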
NOD1 NF-kB reporter: inhibition of NOD1-driven NF-kB reporter – cell-based, luminescence, uHTS, primary screen (AID 1578). NOD1-driven NF-kB luciferase reporter cells, luminescence; higher % means a stronger effect. one-dose inhibition, % at 4 µM; EC50 in µM for titrated hits. 290,000 compounds, 1% hits; in the data active = inhibition mostly above about 36%, no sharp cut-off; inactive = mostly below about 34%;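 also: HEK-293T reporter cells stimulated with the NOD1 agonist gamma-tri-DAP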
KOR beta-arrestin-1: kappa opioid receptor blockers – cell-based, luminescence, uHTS (AID 1778); KOR beta-arrestin recruitment, luminescence, antagonist mode; higher % means a stronger effect; inhibition, % at 10 µM; hits with a dose series show IC50 in µM; 290,000 compounds, 0.091% hits; also: strong numbers were not always called active
NOD2 inhibition: inhibition of NOD2-driven NF-kB reporter – cell-based, luminescence, uHTS, HEK293 (AID 1566); inhibition, % at 4 µM; hits with a dose series show EC50 in µM; 290,000 compounds, 0.63% hits; HEK293 NOD2/NF-kB luciferase reporter, luminescence; higher % means a stronger effect; also: many of its hits are not listed in these tables
NTR1 agonist: agonists of NTR1, primary screen, imaging, U2OS cells, beta-arrestin-GFP, high content (AID 493036); P30989; NTR1-U2OS beta-arrestin-GFP spot imaging, agonist mode; activation, % at 20 µM; 330,000 compounds, 0.17% hits;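 active = activation at or above 40% of the spot to cytoplasm intensity ratio, with at least 20 cells analyzed; inconclusive = wells under 20 cells, flagged as cytotoxic or low count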;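 also: 0% = DMSO without peptide and 100% = 100 nM NTR1 peptide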
Target sequence (P30989 whole entry, looked up): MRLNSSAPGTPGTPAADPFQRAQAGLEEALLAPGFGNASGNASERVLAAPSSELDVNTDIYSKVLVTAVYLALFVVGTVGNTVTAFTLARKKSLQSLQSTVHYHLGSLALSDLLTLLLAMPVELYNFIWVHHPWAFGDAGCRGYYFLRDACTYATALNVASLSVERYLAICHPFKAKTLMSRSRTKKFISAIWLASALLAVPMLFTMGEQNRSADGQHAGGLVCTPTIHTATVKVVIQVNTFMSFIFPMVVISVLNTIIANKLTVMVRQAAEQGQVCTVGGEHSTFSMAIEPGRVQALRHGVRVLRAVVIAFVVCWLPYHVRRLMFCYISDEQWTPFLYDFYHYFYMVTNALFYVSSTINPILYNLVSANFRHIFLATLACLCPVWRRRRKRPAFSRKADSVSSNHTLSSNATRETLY
KOR beta-arrestin-2: KOR agonists, beta-arrestin recruitment, primary screen, cell-based, luminescence, uHTS (AID 1777) | KOR beta-arrestin recruitment, luminescence; higher % means a stronger effect | one-dose activation, % at 10 µM; EC50 in µM for titrated hits | 280,000 compounds, 0.02% hits; in the data active = activation above about 50%, passing the limit was not always enough; also: a part of the inactive calls stands beside numbers as strong as those of hits
GPR55 beta-arrestin: selective activators of receptor GPR55 – imaging, U2OS cells, beta-arrestin-GFP redistribution, primary screen (AID 1961). 290,000 compounds, 0.048% hits. U2OS GPR55 beta-arrestin-GFP redistribution imaging; higher % means a stronger effect. one-dose activation, % at 10 µM; EC50 in µM for titrated hits;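 active = activation above 40% with more than 50 cells counted in the well; inconclusive = wells holding fewer than 50 cells, flagged as toxic or sparse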;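 also: U2OS osteosarcoma cells stably expressing GPR55 and beta-arrestin-GFP; plate controls were DMSO negative control for no effect and LPI positive control for full effect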
Myeloid diff 2: compounds promoting myeloid differentiation; ER-HoxA9 myeloid progenitors, lysozyme-GFP differentiation, flow cytometry; AID 624256; 360,000 compounds, 1% hits; calls only at 10 µM;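 active = normalized GFP-positive differentiation at or above the plate's own cutoff, the solvent-only control mean plus 3 SD; inconclusive = no clear call, values can overlap the other calls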;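 also: cells exposed to compound for four days before flow analysis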
T cell HTS: modulates CD8 T cell binding to vesicles | 2C CD8+ T cell-vesicle binding, flow cytometry; stronger effect = lower value | calls only at 7 µM | 330,000 compounds, 0.068% hits | AID 2052;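 active = response, share of CD8 T cells binding vesicles, and their 90th percentile fluorescence all below set limits, cut at about 80% in these data, passing the limit was not always enough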
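incubation = binding step 1.5 h, 37 °C, antibody labelling 20 min, ice | test system = 2C mouse CD8+ T cells | read-out basis = percent CD8+ FL2 mean versus row control | controls = Peptide-free naked vesicles (low) and QL9 vesicles with 0.7% DMSO vehicle (high) | detection = flow cytometry of vesicle-bound cells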
T cell HTS vesicle-bound %: further read-out of T cell HTS, marked with its call; double positive events, %; measured here: CD8+ vesicle-bound cell fraction;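 binding gate set so that unloaded-vesicle control wells show 10% double positive cells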
NTR1 agonist cell count 20 µM: also measured in NTR1 agonist; calls as there; cell count; measured here: cell count, cytotoxicity flag
Myeloid diff 2 GFP+ MAC1+ %: second read-out of Myeloid diff 2, no call of its own (marks repeat the call); GFP+ MAC1+ double positive, %; measured here: differentiation confirmed by MAC1 staining
Starred values were filed as active, the others as inactive; i = inactive; ? = inconclusive; / = no result given; + = active, no number; [ ] = dose if it differs, or a comment. Rule as the data show it, unless noted: active = inhibition above about 50%; inactive = the rest. An excerpt. The share of hits here may be higher or lower than overall.

SMILES | GPR55 antagonists | NOD1 NF-kB reporter | KOR beta-arrestin-1 | NOD2 inhibition | NTR1 agonist | NTR1 agonist cell count 20 µM | KOR beta-arrestin-2 | GPR55 beta-arrestin | Myeloid diff 2 | Myeloid diff 2 GFP+ MAC1+ % | T cell HTS | T cell HTS vesicle-bound %
O=C(NCc1n[nH]c(=S)n1-c1cccc(Cl)c1)c1ccc(S(=O)(=O)N2CCCC2)cc1 | 4.6% | -6.9% | 0.4% | -1.5% | -0.7 | 48 | 0.3% | -0.1% | i | 1.8 | i | 24.6
O=C(/C=C/c1ccc([N+](=O)[O-])o1)NNC(=O)c1ccc(F)cc1 | 14.1% | 66.9%* | 11.3% | 33.8% | -0.2 | 57 | -4.3% | 0.4% | / | / | i | 25.2
CCOc1ccc(C(=O)OC(C)CN2CCCCC2)cc1 (stereo unspecified) | -0.4% | -4.5% | -5.7%[20 µM] | 5.4% | 0.3 | 63 | / | -0.1% | i | 0.3 | i | 12.2
COc1cccc(C2C3=C(CCCC3=O)Nc3nc(-c4cc(OC)c(OC)c(OC)c4)nn32)c1 (stereo unspecified) | 17.8% | / | -15.7% | 11.9% | 0.5 | 73 | -2.4% | 0.2% | i | 1.3 | i | 13.3
COc1cccc(NC(=O)n2nc(N)cc2-c2ccc(Cl)cc2)c1 | 1.6% | -28.9% | -4.1% | -7.9% | -0.5 | 53 | -5.9% | -0.2% | i | 2.5 | i | 24.8
O=C(NCCc1cccnc1)C1CCC(=O)N(CCc2cccc(F)c2)C1 (stereo unspecified) | -6.9% | -27.7% | -1.3% | 4.2% | -0.7 | 69 | -1.1% | 0.2% | / | / | i | 7.7
CCn1ncc(CNC(=O)CCCSc2nc(-c3ccco3)cc(C(F)(F)F)n2)c1C | 6.8% | -10.8% | 5.4% | 5.1% | -0.4 | 40 | -2.6% | 0.2% | i | 1.0 | i | 54.8
Cn1nnnc1SCSc1nnnn1C | -6.0% | -4.0% | -6.6% | 10.8% | 2.7 | 35 | -1.5% | -0.2% | i | 1.0 | i | 38.8
CS(=O)(=O)c1ccc2nc(NC(=O)c3ccccc3)sc2c1 | 0.0% | -42.7% | -18.4%[20 µM] | -93.2% | -0.4 | 61 | -3.5% | -0.3% | i | 0.4 | i | 64.3
CCN(CC)c1ccc2cc(-c3nnc(-c4ccncc4)o3)c(=O)oc2c1 | 21.4% | -33.4% | 17.7% | -35.1% | / | / | -2.1% | -0.2% | + | 14.0* | / | /
CCN(CC)S(=O)(=O)c1ccc(C(=O)N(c2ccccc2)C2C=CS(=O)(=O)C2)cc1 (stereo unspecified) | 4.4% | -29.3% | -1.6% | 17.4% | 0.4 | 45 | -4.4% | 0.5% | i | 0.1 | i | 28.9
O=C(Nc1ccc(S(=O)(=O)Nc2ncccn2)cc1)c1ccccc1Br | 3.4% | 21.5% | -3.3%[20 µM] | 12.7% | -0.4 | 55 | -1.4% | -0.1% | i | 0.9 | i | 46.2
CCC(C)(C)NC(=O)c1cc(OC)c(OC)cc1[N+](=O)[O-] | 15.2% | -5.8% | 1.3% | 17.1% | 0.0 | 41 | 9.3% | 0.0% | i | 0.6 | i | 26.0
CC(=O)c1ccc(NC(=O)C2CCCN(C(=O)c3ccc(Cl)cc3)C2)cc1 (stereo unspecified) | -1.0% | -22.6% | -28.1% | 21.7% | 0.5 | 41 | -1.6% | 0.5% | i | 0.2 | i | 63.9
O=C(Nc1ccc(Br)cc1)N1CCCC(O)C1 (stereo unspecified) | -6.2% | -8.5% | -45.7% | 7.6% | 5.2 | 37 | 2.7% | -0.6% | i | 0.2 | i | 6.9
CC(C)(C#N)Nc1ccccc1 | -3.3% | -20.9% | 22.0% | 5.9% | -0.5 | 45 | -2.9% | -0.1% | i | 6.3 | i | 35.1
Cc1nc(CCNC(=O)Cc2ccc(Cl)cc2)cs1 | 11.4% | -6.9% | 20.4% | 2.8% | 0.8 | 42 | -6.1% | -0.3% | i | 2.8 | i | 18.4
O=C(NCCN1CCOCC1)c1ccc(NC(=O)C2COc3ccccc3O2)cc1 (stereo unspecified) | 20.7% | -26.0% | 7.8% | -3.6% | -0.5 | 46 | -2.5% | -0.3% | ? | / | i | 59.6
O=C(Cn1cncn1)c1ccc(F)cc1F | 7.3% | -16.0% | / | 17.5% | 1.5 | 40 | -2.1% | 0.1% | i | 0.3 | i | 32.5
Cc1ccc2nc(-c3ccc(SCC(=O)N4CCc5ccccc54)nc3)[nH]c2c1 | 11.0% | -5.1% | -3.4% | 7.4% | 2.9 | 84 | 5.1% | -0.1% | i | 0.7 | i | 53.4
CCCC[n+]1ccn(-c2nc3ccccc3nc2[N-]S(=O)(=O)c2ccc(Cl)cc2)c1 | -3.3% | -2.6% | -11.6% | 9.1% | 0.6 | 45 | / | -0.1% | i | 0.7 | i | 47.5
COc1ccc(CCNC(=O)CCNC(=O)N2CC(=O)Nc3ccccc32)cc1 | 13.5% | -9.5% | -1.8% | -8.6% | -0.6 | 77 | -4.5% | -0.1% | i | 4.9 | i | 5.6
COc1ccccc1N1CCN(S(=O)(=O)c2ccc(-n3cnnn3)c(C)c2)CC1 | 7.3% | -2.5% | -14.6% | 0.7% | 1.3 | 44 | 0.9% | 0.1% | i | 0.2 | i | 32.3
O=c1oc2ccc3ccccc3c2cc1-c1nnc(-c2cccs2)o1 | -2.0% | -16.2% | -15.4% | 8.7% | 4.9 | 69 | 8.0% | -0.2% | i | 0.8 | i | 10.1
COc1cc(CNC23CC4CC(CC(C4)C2)C3)ccc1OCc1ccccc1 | 32.4% | 14.1% | 11.8% | -1.4% | 0.1 | 82 | 0.2% | -0.2% | i | 0.2 | i | 41.9
(listing goes on)
SMILES | GPR55 antagonists | NOD1 NF-kB reporter | KOR beta-arrestin-1 | NOD2 inhibition | NTR1 agonist | NTR1 agonist cell count 20 µM | KOR beta-arrestin-2 | GPR55 beta-arrestin | Myeloid diff 2 | Myeloid diff 2 GFP+ MAC1+ % | T cell HTS | T cell HTS vesicle-bound %
CC(=O)Nc1sc2c(c1C(N)=O)CCN(Cc1ccccc1)C2 | -4.7% | 4.9% | 12.5% | 22.4% | -0.7 | 56 | -1.4% | -0.1% | i | 0.3 | i | 22.0
Cc1cc2c(=O)n(CC(=O)NCC(=O)N3CCN(Cc4ccccc4)CC3)cnc2s1 | 11.7% | -9.4% | 24.7% | -0.1% | 0.7 | 64 | -3.3% | -0.3% | i | 1.5 | i | 53.8
N#CCSc1nc2c(c(=O)n1Cc1ccccc1)C1(CCCC1)Cc1ccccc1-2 | -3.9% | 17.9% | -20.9% | 10.2% | 3.2 | 47 | -1.4% | -0.2% | i | 0.5 | i | 2.9
CCOc1ccc(N2CC(C(=O)NCCCN3CCOCC3)CC2=O)cc1 (stereo unspecified) | -2.0% | -30.9% | 25.7% | 3.7% | -0.2 | 82 | -4.1% | 0.2% | i | 0.8 | i | 12.8
Cc1ccc(C)c2c1[nH]c1ccccc12 | 24.2% | 3.8% | -47.4% | 25.3% | 5.5 | 61 | -0.1% | -0.1% | i | 0.7 | i | 53.9
Cc1nn(C)c(C(=O)Nc2ccc3c(c2)OCO3)c1[N+](=O)[O-] | 15.9% | -31.5% | -12.9% | -11.4% | 0.3 | 72 | 1.3% | -0.2% | i | 0.6 | i | 19.3
C#CCn1cc(/C=C2\NC(=O)NC2=O)c2ccccc21 | 3.6% | -4.4% | 11.8% | -20.2% | -0.3 | 88 | 0.0% | 0.2% | i | 0.1 | i | 26.8
CC1CC(=O)N(c2ccc(NCCc3ccc(O)cc3)c([N+](=O)[O-])c2)C1=O (stereo unspecified) | -5.3% | -12.4% | 22.9% | 13.9% | 0.1 | 58 | -6.2% | -0.6% | i | 0.5 | i | 26.0
CCOc1cc(C(=O)Nc2ccc(C)cc2C)ccc1OCC(=O)N1CCCCC1 | 10.6% | -30.7% | 2.7% | 11.3% | 0.1 | 56 | -1.0% | -0.1% | i | 0.1 | i | 26.6
CCC(NC(=O)c1ccc([N+](=O)[O-])cc1[N+](=O)[O-])c1ccccc1 (stereo unspecified) | -1.0% | -23.9% | 12.3% | 7.3% | -2.3 | 95 | -2.9% | -0.4% | i | 1.8 | i | 41.4
COc1ccc2cc(OCC(=O)NNC(=O)Nc3ccc(C(C)=O)cc3)ccc2c1 | 6.0% | -56.8% | -4.6% | -16.0% | 0.2 | 50 | -4.5% | 0.4% | i | 0.7 | i | 14.6
COc1cc2c(cc1OC)C(C(=O)NCCN(C)C)C(c1cccs1)N(C)C2=O (stereo unspecified) | 4.1% | -32.2% | 4.7% | -4.3% | -0.4 | 57 | -3.1% | -0.3% | i | 0.4 | i | 41.7
CCOc1ccc(N2CC(C(=O)NCc3ccc(C)n3C)CC2=O)cc1 (stereo unspecified) | -5.4% | -3.4% | -3.8% | 13.0% | -0.7 | 62 | 7.3% | -0.4% | i | 0.2 | i | 47.6
CCOc1cc(C2Nc3ccccc3NC3=C2C(=O)CC(C)(C)C3)ccc1O (stereo unspecified) | 10.4% | -14.4% | -0.3% | 18.8% | -0.8 | 60 | -4.2% | -0.2% | i | 0.1 | i | 33.9
CC(NC(=O)c1ccccc1F)c1nnc(SCc2nc3ccccc3c(=O)[nH]2)n1C (stereo unspecified) | 5.7% | -12.4% | -13.9% | 11.5% | 4.3 | 18 | 3.8% | -0.7% | i | 0.1 | i | 37.5
N#C/C(=C\c1ccccc1C(=O)O)c1nc2ccccc2[nH]1 | 4.5% | -7.0% | 4.7% | -7.1% | 0.0 | 73 | -6.1% | 0.0% | i | 0.9 | i | 43.7
O=C(NC(=S)Nc1ccccn1)c1ccco1 | 10.1% | -31.2% | 8.4% | -25.0% | -0.4 | 55 | 2.6% | -0.4% | i | 2.7 | i | 46.6
COc1ccc(C(=O)NNC2=CC(=O)CC(C)(C)C2)cc1OC | 3.8% | 16.7% | -9.4% | -2.6% | 0.8 | 49 | 1.0% | -0.2% | ? | / | i | 50.6
CC(C)(C)c1ccc(N2C(=O)CC(c3ccccc3)C2=O)cc1 (stereo unspecified) | 7.7% | -2.8% | 6.3% | 30.0% | / | / | 0.4% | -0.3% | i | 0.1 | i | 24.0
CCCCNC(=O)c1nn2c(C(F)(F)F)cc(-c3ccc(OC)cc3)nc2c1Br | 12.4% | -11.4% | -36.5%[20 µM] | 22.7% | 0.4 | 65 | 2.7% | -0.1% | i | 0.4 | i | 41.9
COc1ccc(CCN(C)C/C=C/c2ccccc2)cc1OC | 17.8% | -30.2% | -28.0%[20 µM] | 5.2% | 0.7 | 61 | -5.7% | 1.4% | i | 0.4 | i | 42.0
